Screening results deposited in PubChem by National Center for Advancing Translational Sciences (NCATS).
TRHR agonist – qHTS for Small Molecule Agonists and Allosteric Enhancers of Human TRH Receptor: Primary Screen for Agonists; Thyrotropin-releasing hormone receptor (Homo sapiens), P34981; TRHR cells, calcium flux fluo-8, FDSS agonist mode; activation, % at 2 µM; actives 0.18% (n = 360,000); AID 493084, 2011; in the data active = activation above about 30%; also: 0% is about no effect
Target sequence (P34981 whole entry, looked up): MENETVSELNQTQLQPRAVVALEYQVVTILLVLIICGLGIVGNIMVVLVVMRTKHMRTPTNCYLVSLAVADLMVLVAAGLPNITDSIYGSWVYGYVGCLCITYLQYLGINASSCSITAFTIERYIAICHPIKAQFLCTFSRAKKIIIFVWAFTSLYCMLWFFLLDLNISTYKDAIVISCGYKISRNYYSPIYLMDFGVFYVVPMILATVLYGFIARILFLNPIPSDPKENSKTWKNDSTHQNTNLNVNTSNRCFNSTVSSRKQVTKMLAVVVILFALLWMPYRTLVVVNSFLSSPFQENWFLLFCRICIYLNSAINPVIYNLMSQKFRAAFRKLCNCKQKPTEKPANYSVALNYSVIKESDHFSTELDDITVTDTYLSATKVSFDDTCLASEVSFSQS
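TRHR-expressing cells, plated overnight in medium with 10% serum, were loaded with fluo-8 calcium dye at room temperature. After a 10 s baseline, library compound was pin-added and calcium release was recorded kinetically (ex 480/em 530) as agonist response.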
RXFP1 agonist – qHTS Assay for Agonists of the Relaxin Receptor RXFP1. Relaxin receptor 1 (Homo sapiens), Q9HBX9. HEK293T-RXFP1 cAMP TR-FRET, 30 min; response scale: percent of porcine relaxin response, buffer zero. Potency, µM (titrated, usually from 57.5 µM), for inactives: at the highest dose activation, most hits filed as activators. actives 0.3% (n = 370,000). AID 2676, 2010; also: potency is read from the fitted curve at half-maximal effect; % is scaled to controls: 0 for no effect and ±100 for the full control effect; nearly all actives have a fitted effect of over 60% in size; many of its hits are not listed in these tables
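Agonist response is measured as cAMP accumulation in an RXFP1-transfected HEK293T line under PDE4 inhibition. Values are scaled between buffer-only and 29 nM porcine relaxin, and EC50s come from standard Hill equation fits.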
RXFP1 antag – qHTS Assay for Antagonists of the Relaxin Receptor RXFP1. activity change, negative = inhibition, % at 57.5 µM. HEK293-RXFP1, relaxin-stimulated cAMP HTRF, 30 min; hits give low values. AID 1259400, 2018. actives 0.59% (n = 350,000);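 active = activity change of -60% or lower, but not beyond a set lower limit; inconclusive = change between -60% and -40%, or beyond the set limit; inactive = change above -40%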; also: % is scaled to controls: 0 for no effect and ±100 for the full control effect
D1 potentiator – Potentiators of Human D1 Dopamine Receptor: qHTS. HEK293 TREx D1 cells, calcium flux, dopamine EC20 potentiation. actives 0.036% (n = 360,000). AID 504651, 2011. potentiation, % at 10 µM; in the data active = potentiation above about 30%; also: 0% is about no effect
Target sequence (P21728 whole entry, looked up): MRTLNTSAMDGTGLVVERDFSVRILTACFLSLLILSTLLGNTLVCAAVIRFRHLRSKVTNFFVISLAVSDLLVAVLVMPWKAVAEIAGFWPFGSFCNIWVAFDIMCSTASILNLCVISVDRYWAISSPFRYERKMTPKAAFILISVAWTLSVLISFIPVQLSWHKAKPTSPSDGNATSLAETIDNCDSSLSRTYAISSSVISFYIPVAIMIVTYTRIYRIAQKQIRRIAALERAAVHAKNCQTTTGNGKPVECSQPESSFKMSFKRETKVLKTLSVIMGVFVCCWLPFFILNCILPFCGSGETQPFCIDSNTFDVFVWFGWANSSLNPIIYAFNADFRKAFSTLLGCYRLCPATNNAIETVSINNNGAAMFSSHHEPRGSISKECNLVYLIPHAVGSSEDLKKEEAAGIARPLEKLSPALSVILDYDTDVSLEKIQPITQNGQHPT
D1 antagonist – Antagonist of Human D 1 Dopamine Receptor: qHTS; D(1A) dopamine receptor (Homo sapiens), P21728; HEK293 TREx D1 cells, calcium flux, dopamine EC80; hits give low values; activity change, negative = inhibition, % at 10 µM; actives 3.2% (n = 360,000); AID 504652, 2011; in the data active = activity change below about -30%; also: % is scaled to controls: 0 for no effect and ±100 for the full control effect
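HEK293 T-REx cells expressing inducible, force-coupled D1 receptor; no-wash Ca dye, 30–90 min RT. Cmpd → 180 s read at 1 Hz → EC80 DA → 180 s read.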
D1 ag – Allosteric Agonists of the Human D1 Dopamine Receptor: qHTS; D(1A) dopamine receptor (Homo sapiens), P21728; actives 1% (n = 360,000); HEK293 T-REx D1 cells, calcium flux, agonist mode; activation, % at 2 µM; AID 504660, 2011; in the data active = activation above about 30%; also: 0% is about no effect
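Tetracycline-induced HEK293 TREx D1 cells, force-coupled to calcium signalling, were dye-loaded with a no-wash calcium kit. Compound was pin-added after a 10 s baseline. Fluorescence was read kinetically at 1 cycle/s for 180 s, with calcium rises flagged as agonism.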
TRHR enhancer – qHTS for Small Molecule Agonists and Allosteric Enhancers of Human TRH Receptor: Primary Screen for Enhancers; TRHR cells, fluo-8 calcium fluorescence, EC20 TRH enhancement; enhancement, % at 2 µM; actives 0.66% (n = 360,000); AID 493056, 2011; in the data active = enhancement above about 30%; also: 0% is about no effect
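Enhancer read-out: after compound pinning and an initial kinetic agonist-mode read, an EC20 of TRH (10 nM final) was injected and fluo-8 calcium signal (Ex 480/Em 530) followed at 1 s/cycle for 100 cycles in TRHR-expressing cells.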
D2 PAM – HTS Assay for Positive Allosteric Modulators of the Human D2 Dopamine Receptor: Primary Screen for Potentiators; HEK293 T-REx D2, calcium flux, EC20 dopamine potentiation; AID 485347, 2010; D(2) dopamine receptor (Homo sapiens), P14416; actives 0.34% (n = 340,000); potentiation, % at 10 µM;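 active = potentiation over 3 SD above the plate norm, cut at about 30% in these data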; also: 0% is about no effect
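Tetracycline-induced HEK293 T-REx cells force-coupled to calcium signalling expressed D2; compounds were pin-added after a 10 s baseline, read kinetically 180 s, then an EC20 dopamine challenge followed with a further 180 s calcium read.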
Anesthetic bind – qHTS Assay for Identification of Novel General Anesthetics | actives 0.074% (n = 350,000) | Potency, µM (top dose mostly 77.5 µM), for the others: at the top dose activity change, negative = displacement, hits mostly inhibitors | Ferritin light chain (Equus caballus), P02791 | apoferritin/1-aminoanthracene competitive binding, fluorescence | AID 485281, 2010; also: potency is read from the fitted curve at half-maximal effect; % is scaled to controls: 0 for no effect and ±100 for the full control effect; nearly all actives have a fitted effect of over 20% in size
Target sequence (P02791 2-175 limits assumed): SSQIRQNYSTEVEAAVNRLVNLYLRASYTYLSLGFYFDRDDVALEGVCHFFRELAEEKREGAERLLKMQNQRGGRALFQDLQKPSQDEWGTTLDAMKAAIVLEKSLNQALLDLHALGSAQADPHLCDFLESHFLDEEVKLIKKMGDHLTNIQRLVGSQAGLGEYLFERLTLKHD
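Read-out: endpoint 1-AMA fluorescence, excitation 380 nm and emission 535 nm, after compounds sit 10 min at room temperature with 10 uM horse-spleen apoferritin in 50% saturated 1-AMA/PBS. Values come from four-parameter Hill fits.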
An asterisk follows results filed as active; ? = inconclusive; · = no result given; [ ] = another dose, or the depositor's remark. Unless noted, calls follow the shape of the dose curve; as a rule, active = well fitted curve in the direction sought with a large enough effect; inconclusive = small, poorly fitted or top-dose-only effect, or another doubt; inactive = no such curve, though single readings can be large; an effect the other way counts as inactive or inconclusive. An excerpt (hit frequency here may not be typical).

SMILES	TRHR agonist	RXFP1 agonist	RXFP1 antag	D1 potentiator	D1 antagonist	D1 ag	TRHR enhancer	D2 PAM	Anesthetic bind
O=C(CCC(=O)N1CCN(c2ccc(Cl)c(Cl)c2)CC1)c1ccccc1	0.1	-0.3%	8	-3	-8	2	7	9	0%
Cn1ccnc1SCc1ccc([N+](=O)[O-])cc1	2.5	5.1%	-4	-2	-3	-1	2	1	-11%
Cc1ccccc1Nc1c(-c2ccc(N3CCOCC3)cc2)nc2ccc(Br)cn12	0.5	1.1%	-15	-1	-8	3	1	-1	4%
O=S(=O)(c1ccccc1)[C@@]1(c2ccc(Br)cc2)C[C@@H]2ON=C(c3ccccc3)[C@@H]2C1	0.4	-0.1%	·	3	25	3	-2	2	·
CC1CC(C)(C)NC(=S)N1CCC(=O)N1CCc2ccccc2C1 (stereo not drawn)	-0.3	0.7%	-12	-6	-14	5	-4	7	-5%
CCCCCCCNC(=O)C1(CC2CC(c3cccc(Br)c3)=NO2)CCN(C(=O)CCCCCBr)CC1 (stereo not drawn)	0.2	-0.5%	·	-2	0	5	4	·	·
CCC(C(=O)Nc1cc(C(=O)Nc2cc(C)ccn2)ccc1Cl)c1ccccc1 (stereo not drawn)	-0.1	1.5%	3	-3	-5	7	-7	-10	?
COc1ccc(-n2ncc(C(=O)N3CCN(C(=O)c4ccco4)CC3)c2C2CCN(C(=O)OC(C)(C)C)CC2)cc1	0.7	0.6%	0	2	10	1	-9	4	-5%
O=C(CCCNC(=O)c1ccc(Cl)cc1)Nc1ccccc1F	-0.6	2.6%	-1	-2	-4	0	1	-9	5%
CCN(CC)C(=O)c1sc(NC(=O)c2ccoc2C)c(C(=O)OC)c1C	0.1	7.6%	-8	4	-6	4	-3	-7	-14%
C/C(=N/N=C/c1ccccc1O)c1ccccc1O	0.2	3.8%	-5	4	-13	3	2	6	15%
C=C(C)COc1ccc(-c2nc(N)ncc2-c2ccc(OC)cc2)c(O)c1	-0.2	-0.6%	·	3	35	-3	15	24	-14%
c1ccc(-c2cncnc2)nc1	0.3	0.0%	·	-5	·	1	0	-9	·
O=C(CN(c1ccccc1F)S(=O)(=O)c1ccccc1)NC1CCCCCC1	-1.0	2.6%	-4	1	-4	1	6	6	-10%
CN(CCNC(=O)C1CCN(c2ncnc3c2nc2n3CCCCC2)CC1)Cc1ccccc1	-2.1	15%	-6	-2	-1	0	3	15	-3%
CC(C)(C)OC(=O)NCCCC[C@H](NC(=O)c1nc[nH]c1C(=O)N[C@@H](CCCCNC(=O)OC(C)(C)C)C(=O)OC(C)(C)C)C(=O)OC(C)(C)C	-1.0	-2.7%	·	-1	6	5	5	8	-9%
O=C(c1ccc(Cl)cc1)c1oc2ccccc2c1CS(=O)c1ccccc1 (stereo not drawn)	0.3	4.5%	-2	-3	0	6	-18	-3	?
Cc1ccc(N2CCN(S(=O)(=O)c3ccc(C)cc3)CC2)cc1	-1.7	0.1%	-4	2	-12	1	-5	-1	-8%
COc1ccc(-c2oc3ncnc(N)c3c2-c2ccccc2)cc1	1.3	3.5%	-4	0	5	0	14	2	-5%
CCn1c(Cc2ccccc2)nnc1SCC(=O)NC1CC1	-0.3	0.7%	2	1	-32*	0	9	-4	-3%
O=C(Nc1ccnc(-c2cccnc2)n1)c1ccc(Cl)cc1	0.6	-0.7%	24	0	-10	0	2	-8	-10%
N#CCN=C(c1ccccc1)c1ccccc1	-0.1	-0.2%	·	2	-47*	-1	-4	-8	·
COC(=O)CSc1ccsc1C(=O)O	0.9	0.8%	-1	-3	2	3	-5	12	1%
COc1ccc(C2C(=O)N(C3CCCCCC3)CC(=O)N2CCc2ccc(Cl)cc2)cc1OC (stereo not drawn)	-0.9	0.5%	8	2	7	-1	3	15	-4%
S=C(NNc1ccc2ccccc2c1)NC1CCCCC1	-0.8	-0.4%	-12	-3	7	2	8	·	-14%
New compounds follow
SMILES	TRHR agonist	RXFP1 agonist	RXFP1 antag	D1 potentiator	D1 antagonist	D1 ag	TRHR enhancer	D2 PAM	Anesthetic bind
CCOc1ccc(N=c2oc3cc(O)ccc3cc2C(=O)NCC2CCCO2)cc1 (stereo not drawn)	1.1	1.0%	2	-3	2	0	7	4	85%[activator]
O=C(NC1CCCCC1)C(c1ccc(F)cc1)N(Cc1ccco1)C(=O)CN1C(=O)c2ccccc2S1(=O)=O (stereo not drawn)	0.1	-0.2%	-1	1	-11	4	-1	-2	6%
COc1cc(CNCCSc2nnnn2C)cc(Br)c1OCc1ccc(F)cc1	-0.4	0.7%	-22	-17	-26	16	0	1	-5%
COC(=O)CCC(=O)Nc1nnc(C(F)(F)F)s1	-0.7	0.0%	7	-4	-9	3	10	-1	-1%
O=C(c1ccc([N+](=O)[O-])cc1)N1CCN(c2ccc(Nc3ccccc3)nn2)CC1	-0.2	-0.3%	-15	-2	·	-4	-3	-3	2%
COc1ccc(/C=N/NC(=O)CNC(=O)c2cccs2)cc1	-0.2	1.2%	-3	-3	3	0	2	-12	?
COc1ccc(-n2c(SCC(=O)Nc3cc(C)on3)nc3ccccc3c2=O)cc1Cl	-0.2	1.6%	7	-5	0	6	-3	-5	-3%
CN(C)c1ccc(NC(=O)Cn2cc3c(n2)CCCC3)cc1	0.2	-2.6%	-26	-2	9	7	7	-3	-9%
CCC(C)NC(=O)Cn1c(=O)n(-c2ccccc2)c(=O)c2ccc(C(=O)NCc3ccco3)cc21 (stereo not drawn)	0.5	0.6%	0	-2	-5	2	6	·	-7%
CCCCc1nc2ccccc2n1Cc1nnc2n1-c1ccccc1SC2	0.2	1.0%	-6	-2	0	0	1	3	-14%
Cn1cnc2c1c(=O)n(Cc1ccccc1)c(=O)n2C	0.6	4.8%	7	·	5	2	7	·	0%
Cc1oc2c(c1C(=O)NCCO)CCCC2	0.2	0.1%	1	-4	4	2	-2	0	1%
COc1ccc(OC)c(NC(=O)CN(C)CCOc2ccc(Br)cc2)c1	-1.6	-2.8%	-5	1	3	13	1	7	62%
COc1ccc(-c2cc(C(=O)N3CCCC3)c3ccccc3n2)cc1OC	-0.1	3.8%	1	-4	-21	0	-3	12	-1%
Brc1ccccc1C1=Nn2c(nnc2-c2ccco2)SC1	-0.5	4.2%	4	-8	-17	0	-6	4	0%
COc1cccc(-c2c(NC(=O)c3ccco3)n(-c3ccc(C)cc3)nc(C)c2=O)c1	0.7	0.4%	22	-2	2	2	4	-2	-4%
O=C(CC1NCCNC1=O)Nc1ccc(F)c(Cl)c1 (stereo not drawn)	1.2	0.1%	1	-4	-13	-1	0	-12	-8%
O=C1C(Cl)=C(N2CCCCC2)C(=O)N1c1ccccc1	2.3	0.9%	4	-2	-5	14	-13	0	?
CC(C)C(NC(=O)c1ccccc1)C(=O)N/N=C\c1ccco1 (stereo not drawn)	0.1	0.9%	22	2	-4	4	1	9	4%
N#CCCN/N=C(/Cc1nc2ccccc2[nH]1)c1cccc(Cl)c1	0.1	-0.6%	-7	-8	-2	4	4	4	?
CCOC(=O)Nc1n[nH]c(NC(=O)OCC)c1[N+](=O)[O-]	0.5	0.1%	-2	-3	-3	1	8	12	-3%
N=C1SCC(=O)N1c1ncc(Cc2ccc(F)cc2)s1	0.3	0.0%	2	-2	-10	2	-1	4	-19%
O=c1cc(O)c(-c2ccccc2Cl)c(Cl)[nH]1	0.2	0.0%	6	2	1	3	2	0	0%
CCCOc1ccc(C(C)(O)CN2CCOCC2)cc1 (stereo not drawn)	0.3	0.0%	-5	-5	-5	0	-1	0	-12%
Cc1ccc(C)c(N2CCN(Cc3csc(C)c3)CC2)c1	-0.5	0.4%	-25	-6	3	4	2	4	57%[activator]

Profiles, looked up by structure. Screens in order: TRHR agonist, RXFP1 agonist, RXFP1 antag, D1 potentiator, D1 antagonist, D1 ag, TRHR enhancer, D2 PAM, Anesthetic bind
CCOc1ccc(N=c2oc3cc(O)ccc3cc2C(=O)NCC2CCCO2)cc1 (stereo not drawn) in the list: 1.1, 1.0%, 2, -3, 2, 0, 7, 4, 85%[activator]
O=c1cc(O)c(-c2ccccc2Cl)c(Cl)[nH]1 in the list: 0.2, 0.0%, 6, 2, 1, 3, 2, 0, 0%
O=C(CCCNC(=O)c1ccc(Cl)cc1)Nc1ccccc1F in the list: -0.6, 2.6%, -1, -2, -4, 0, 1, -9, 5%
CN(C)c1ccc(NC(=O)Cn2cc3c(n2)CCCC3)cc1 in the list: 0.2, -2.6%, -26, -2, 9, 7, 7, -3, -9%

New compounds follow.
SMILES	TRHR agonist	RXFP1 agonist	RXFP1 antag	D1 potentiator	D1 antagonist	D1 ag	TRHR enhancer	D2 PAM	Anesthetic bind
O=C1CCN(S(=O)(=O)c2ccc(Br)cc2)CCN1	4.7	-1.4%	8	4	4	3	7	-3	2%
Cc1ccc(/C=C/C(=O)N2CCN(Cc3ccccc3)CC2)o1	-0.7	0.2%	0	-1	4	1	0	-26	-7%
Cc1ccc(-n2cc(CNCCN3CCOC3=O)c(-c3cccc(C)c3)n2)cc1	0.2	0.1%	-20	-5	-5	4	-1	-4	-20%
O=C(CC1NCCc2ccccc21)Nc1cccc(Cl)c1 (stereo not drawn)	0.2	0.6%	-16	-2	-32*	7	5	-39	-5%
CCc1ccc(C2CC(=O)NC(SCC(=O)OC(C)C)=C2C#N)cc1 (stereo not drawn)	0.3	1.9%	·	·	11	4	5	2	?
CCN(C(=O)CSc1nnc(-c2c[nH]c3ccccc23)n1C1CC1)C1CCS(=O)(=O)C1 (stereo not drawn)	-1.1	-2.1%	-2	-19	4	2	3	2	·
CCC(C(=O)N1CCN(c2ccc(OC)cc2)CC1)n1nc(C)n2c(cc3occc32)c1=O (stereo not drawn)	-1.7	0.6%	·	-3	-22	7	2	6	-1%
COCCCNC1=C(Cl)C(=O)c2ccccc2C1=O	-0.5	1.8%	-7	0	-3	1	6	·	-7%
